# Compound activity from PubChem BioAssay.
# PAFAH1B3 inh – PAFAH1B3 enzyme inhibitors, primary screen, biochemical, fluorescence polarization, human; AID 492972, 2010; hit rate 0.28% among 340,000; recombinant PAFAH1B3, FP-rhodamine probe; inhibition, % at 3.39 µM; Platelet-activating factor acetylhydrolase IB subunit alpha1 (Homo sapiens), Q15102;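 active = inhibition above the screen-wide average of all tested compounds plus 3 SD, cut at about 25% in these data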;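 note: 0% = enzyme with DMSO only and 100% = wells lacking PAFAH1B3 protein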
# PREPL inhibitor – PREPL enzyme inhibitors, primary screen, biochemical, fluorescence polarization; inhibition, % at 5.96 µM; AID 2751, 2010; recombinant PREPL, fluorescence polarization activity-based probe; hit rate 0.68% among 320,000; Prolyl endopeptidase-like (Homo sapiens), Q4J6C6; in the data active = inhibition above about 43%;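 note: 0% = enzyme with DMSO and 100% = wells lacking enzyme; many of its hits are not listed in these tables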
# LYPLA2 inh – LYPLA2 inhibitors, primary screen, counter-screen for PME1 inhibitor project, biochemical, fluorescence polarization, FP-Rh probe ABPP; AID 2177, 2009; recombinant LYPLA2; hit rate 0.38% among 320,000; Acyl-protein thioesterase 2 (Homo sapiens), O95372; inhibition, % at 5.9 µM;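 active = inhibition above the screen-wide mean plus 3 SD, limit set per campaign, cut at about 26% in these data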;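 note: 0% = LYPLA2 with DMSO and 100% = wells lacking LYPLA2 enzyme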
# Target sequence (O95372 whole entry, looked up): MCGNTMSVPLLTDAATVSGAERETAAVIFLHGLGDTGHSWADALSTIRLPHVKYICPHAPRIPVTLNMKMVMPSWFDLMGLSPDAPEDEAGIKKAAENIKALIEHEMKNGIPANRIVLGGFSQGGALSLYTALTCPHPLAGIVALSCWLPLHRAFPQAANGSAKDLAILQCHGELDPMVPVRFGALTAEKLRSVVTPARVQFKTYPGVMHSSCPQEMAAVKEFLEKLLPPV
# ZTA counter – ZTA (EBV) inhibition in EBNA-1 counter-screen; P03206; ZTA-DNA binding, fluorescence polarization; inhibition, % at 11 µM; hit rate 0.15% among 320,000; in the data active = inhibition above about 33%
# EBNA-1 inh – EBNA-1 DNA-binding inhibitors, primary screen, biochemical, fluorescence polarization; inhibition, % at 14.8 µM; hit rate 0.34% among 300,000; AID 1950, 2009; in the data active = inhibition above about 28%
# GSTO1 counter – inhibitors of recombinant GSTO1, primary screen, counter-screen for RBBP9 inhibitor project, biochemical, fluorescence polarization. hit rate 1.1% among 300,000. inhibition, % at 5.96 µM. AID 1974, 2009. activity-based probe fluorescence polarization;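 active = inhibition above the campaign mean inhibition plus 3 SD, cut at about 35% in these data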;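 note: 0% = GSTO1-1 with DMSO and 100% = wells lacking GSTO1-1 enzyme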
# PAD4 inh – human PAD4 inhibitors, primary screen, biochemical, fluorescence polarization, 1536-well format | recombinant PAD4, RCA probe fluorescence polarization | hit rate 0.41% among 330,000 | AID 485272, 2010 | inhibition, % at 6.36 µM | Protein-arginine deiminase type-4 (Homo sapiens), Q9UM07;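 active = percent inhibition above a cutoff equal to the mean of all tested compounds plus 3 SD, cut at about 15% in these data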;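 note: 0% = PAD4 with RCA probe and DMSO and 100% = probe without PAD4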
# Target sequence (Q9UM07 whole entry, looked up): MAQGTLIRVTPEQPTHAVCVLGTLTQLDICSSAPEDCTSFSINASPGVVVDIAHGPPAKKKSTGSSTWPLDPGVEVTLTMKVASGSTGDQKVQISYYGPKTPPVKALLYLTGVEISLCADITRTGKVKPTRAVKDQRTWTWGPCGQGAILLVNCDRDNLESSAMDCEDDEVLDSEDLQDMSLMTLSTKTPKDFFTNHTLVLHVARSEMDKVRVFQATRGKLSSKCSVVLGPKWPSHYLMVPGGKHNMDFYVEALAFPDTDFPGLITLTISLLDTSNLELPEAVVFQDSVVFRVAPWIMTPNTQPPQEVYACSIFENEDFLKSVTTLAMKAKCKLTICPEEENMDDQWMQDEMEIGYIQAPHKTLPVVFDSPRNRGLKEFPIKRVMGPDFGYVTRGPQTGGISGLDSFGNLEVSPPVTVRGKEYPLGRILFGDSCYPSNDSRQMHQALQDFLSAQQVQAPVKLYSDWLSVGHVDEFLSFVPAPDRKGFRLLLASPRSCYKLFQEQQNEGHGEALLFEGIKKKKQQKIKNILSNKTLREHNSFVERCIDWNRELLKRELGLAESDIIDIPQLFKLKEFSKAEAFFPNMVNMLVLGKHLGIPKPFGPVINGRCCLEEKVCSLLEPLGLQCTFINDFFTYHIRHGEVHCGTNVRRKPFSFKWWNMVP
# LYPLA1 inh – LYPLA1 inhibitors, primary screen, counter-screen for PME1 inhibitor project, biochemical, fluorescence polarization, FP-Rh probe ABPP. recombinant LYPLA1. inhibition, % at 5.9 µM. hit rate 0.16% among 320,000;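 active = inhibition above the mean of all tested compounds plus 3 SD, set per campaign, cut at about 14% in these data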;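 note: inhibitors block serine hydrolase probe labeling of LYPLA1 so polarization falls; 0% = enzyme with DMSO and 100% = wells lacking LYPLA1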
# PAFAH2 FP inh – PAFAH2 enzyme inhibitors, primary screen, biochemical, fluorescence polarization, human; AID 492956, 2010; recombinant PAFAH2, FP-rhodamine activity probe; inhibition, % at 3.39 µM; hit rate 0.99% among 340,000;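 active = inhibition above the mean over all tested compounds plus 3 SD, cut at about 30% in these data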;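 note: inhibitors block probe labeling of enzyme so polarization drops; 0% = enzyme with DMSO and 100% = wells lacking PAFAH2 protein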
# Active calls of the source: *; . = not tested or not shown. An excerpt; count on the stated rates, not on these rows.
SMILES,PAFAH1B3 inh,PREPL inhibitor,LYPLA2 inh,ZTA counter,EBNA-1 inh,GSTO1 counter,PAD4 inh,LYPLA1 inh,PAFAH2 FP inh
O=C(NCCCCCNC(=O)c1cccnc1)c1cccnc1,2,-1,-1,-5,0,2,2,-4,-8
COC1=C(Nc2ccc(O)cc2)C(=O)c2ccccc2C1=O,4,15,6,7,2,34,-11,5,-4
O=C(CC12CC3CC(CC(Br)(C3)C1)C2)NC1CCCC1,10,2,7,-7,-10,0,1,2,0
COc1ccc(CC2NCCC3(O)CCCCC23)cc1 (stereo not drawn),2,7,3,20,5,6,-5,0,2
CCCCN(C(=O)Cn1nnc2ccccc21)C(C(=O)NCCOC)c1ccccc1 (stereo not drawn),3,-2,-9,-22,4,5,3,-1,-14
CN(C(=O)CSc1n[nH]c(-c2cccs2)n1)C1CCS(=O)(=O)C1 (stereo not drawn),6,-2,5,14,-13,5,-4,4,3
CC1(C)CC(=O)C(N=Nc2cccc(S(=O)(=O)N3CCOCC3)c2)=C(O)C1,-1,-14,-1,-17,3,0,-7,5,-4
Cc1ccc(NS(=O)(=O)c2ccc(C(=O)N3CCCCCC3)cc2)cc1,4,11,-3,-4,.,.,-8,-3,6
O=C(O)CN1C(=O)c2cccc3c(Br)ccc1c23,7,-12,0,-12,-12,-1,0,2,2
CCN(CC)S(=O)(=O)c1ccc(S(=O)(=O)N2CCCC2)cc1,8,13,-11,8,1,12,-8,0,5
CCc1ccc(NC(=O)C(C)OC(=O)c2ccc(NS(=O)(=O)c3ccc(C)c([N+](=O)[O-])c3)cc2)cc1 (stereo not drawn),-12,-1,-12,11,7,-9,2,-12,1
Cc1cc(C(=O)N2CCCC(N3CCN(c4cccc(Cl)c4)CC3)C2)nc(C)n1 (stereo not drawn),0,13,19,-1,7,5,-2,0,-3
CC(=O)N1CCN(S(=O)(=O)c2cccc(C(=O)NCCC3=CCCCC3)c2)CC1,11,3,-1,14,-10,-6,-4,3,1
CC1=C(C(=O)OCc2cc(C)on2)N2C(=O)[C@@H](NC(=O)OCc3cc(C)on3)[C@H]2SC1,6,-1,-1,5,.,.,-3,1,6
O=C(NCc1cccc(Cl)c1)C1CCC(=O)N(CCCN2CCCC2=O)C1 (stereo not drawn),-7,-1,6,2,13,2,0,-3,0
CC(=O)c1ccc(N2CCN(c3ncccn3)CC2)c([N+](=O)[O-])c1,-1,10,3,13,-26,6,-5,0,-7
CN(C)C(=O)CN(c1ccc(F)c(Cl)c1)S(C)(=O)=O,9,-2,-4,9,1,1,3,-4,0
COc1ccc(C(=O)N2CCC(C(=O)O)CC2)cc1,5,7,7,-19,8,4,0,-1,-6
O=C(N1CCOCC1)N1CCN(S(=O)(=O)c2ccccc2)C1,2,5,6,-11,-6,4,-6,2,-1
[O-][n+]1c2c(nc3c1-c1ccccc1C3O)CCCC2 (stereo not drawn),.,-2,-2,-7,3,7,-11,3,.
CN(C)CCNc1nc2sc3c(c2c(=O)n1-c1ccc(F)cc1)CCCCC3,-2,28,-2,-23,-10,10,-2,2,10
CC(C)C[C@H](N)c1cn([C@@H](Cc2cc3ccccc3[nH]2)C(=O)N2CCNCC2)nn1,13,26,-3,5,-3,-1,-5,4,-1
Cc1noc(NS(=O)(=O)c2ccc(NC(=O)NC(C)(C(F)(F)F)C(F)(F)F)cc2)c1C,15,-6,-5,-3,13,1,-3,-3,-12
CC1Cn2c(CCc3ccccc3)nnc2S1 (stereo not drawn),-5,4,1,-12,9,-5,1,3,-3
Cc1ccc(NC(=O)C2=CC(c3cccs3)=NS(=O)(=O)N2C)cc1,-1,3,-2,1,-5,6,2,-4,0
Cn1nccc1C(=O)Nc1cccc(C(F)(F)F)c1,6,9,2,-12,9,3,-5,-6,-8
CN(CC(=O)NCC1COc2ccccc2O1)S(=O)(=O)c1ccc(Cl)cc1 (stereo not drawn),7,-17,.,.,.,.,4,.,5
CCOc1ccc(NC(=O)CCn2nc(C)c(S(=O)(=O)N3CCCCC3)c2C)cc1,2,-3,-2,16,-8,-5,-1,-3,5
CCN(CC(=O)NCc1cccs1)C(=O)CCCOc1ccc(C(C)(C)C)cc1,1,4,1,-22,.,.,2,-3,-5
Cc1nn(C)c(C)c1S(=O)(=O)N(CC(=O)NCCCN1CCC(C)CC1)c1ccc(C(C)C)cc1,3,6,-7,-20,-15,-3,3,-4,2
O=C(c1cccc(Cl)c1)N1CCN(C2CCCCC2)CC1,4,21,-4,0,-5,1,-4,-1,5
CCNC(=O)OCCC12CC3CC(CC(C3)C1)C2,7,11,-1,8,3,4,1,1,-3
NC(=O)c1ccccc1OCC(=O)N1CCC(Cc2ccccc2)CC1,5,-11,10,11,.,.,-2,2,-1
N#C/C(=C\c1ccc(OCc2ccccc2)cc1)C(N)=O,7,1,-7,-2,-10,13,-16,-5,-4
O=C(c1cccs1)N1CCN(c2ncc(C(F)(F)F)cc2Cl)CC1,1,12,1,-1,1,4,1,-2,-1
Cc1cccc(-n2c(Cc3cc(=O)[nH]c(=O)[nH]3)nnc2SCC(=O)NCC2CCCO2)c1 (stereo not drawn),11,-3,-3,3,-10,2,-3,-1,-9
CC(C)C[C@H](NC(=O)c1nc[nH]c1C(=O)N1CCC(C)CC1)C(=O)OCc1ccccc1,4,4,6,-1,5,-3,-3,2,-8
O=C(COC(=O)Cc1c(Cl)cccc1Cl)Nc1ccc(OC(F)(F)F)cc1,-4,-11,-17,10,5,-1,-7,-11,-9
Cc1ccc(Nc2nc(N)c([N+](=O)[O-])c(NCc3ccco3)n2)cc1,12,-14,-5,6,-3,-10,-2,-1,9
COC(=O)CNc1c(-c2ccccc2)nc2ccc(Br)cn12,11,14,5,0,-4,3,0,0,1
O=C(COc1ccc(S(=O)(=O)N2CCCC2)cc1Cl)N1CCN(c2ccccc2)CC1,-1,20,15,-11,-7,-6,0,9,7
COc1cccc(N2CCN(Cc3nc4ccccc4c(=O)[nH]3)CC2)c1,-3,48*,-6,0,-6,-11,-2,-2,2
COc1ccc(NC(=O)CN2C(=O)CSc3ccc(S(=O)(=O)N4CCC(C)CC4)cc32)cc1,5,4,-5,-11,-5,-10,4,-7,-7
CC(=O)c1ccc(S(=O)(=O)N2CCN(S(=O)(=O)c3ccccc3C(F)(F)F)CC2)cc1,2,3,-4,24,0,-1,-2,-4,10
CC1CCCCC1NC(=O)C1CCC(CNc2c(N3CCCCC3)c(=O)c2=O)CC1 (stereo not drawn),6,0,-3,-3,2,-6,-2,0,4
Cc1cc(=O)n2c(C(=O)Nc3ccc(C(=O)OC(C)C)cc3)c(C(=O)Nc3ccccc3)sc2n1,-5,-94,-21,7,11,-20,-7,-10,-5
COc1ccc(CN(C(=O)c2snc(C(N)=O)c2N)C(C(=O)NC2CCCC2)c2ccco2)cc1 (stereo not drawn),9,-5,-1,15,2,4,-2,0,-9
Cc1ccccc1NC(=O)CNc1ccccc1N1CCCCC1,9,15,3,-3,3,9,-4,-1,-12
O=C(NCc1cccnc1)c1ccccc1NC(=O)c1c(F)cccc1F,5,-2,5,-15,-1,6,-3,-2,-2
CCCCCCCCCCCC(=O)NC1CCS(=O)(=O)C1 (stereo not drawn),10,-1,8,7,-4,8,-3,0,7
CCCCCC(=O)Nc1cccc(C2=NOC3(C2)C[C@@H](C(N)=O)N(C(=O)CC(c2ccccc2)c2ccccc2)C3)c1 (stereo partly drawn),-10,10,-12,9,10,-4,0,-6,1
Cc1cc([N+](=O)[O-])ccc1NC(=O)CCC(=O)N1CCCCC1,8,4,2,12,6,4,-2,2,13
C#CCOc1ccccc1/C=N/NC(=O)c1ccccc1OCc1ccccc1,2,-7,-20,-1,9,-2,4,-11,-3
Cc1ccc(C)c(Cn2c(=O)n(CCCC(=O)NCc3ccco3)c(=O)c3sccc32)c1,7,14,-5,-5,-4,-7,-3,1,1
COc1ccc(/C=C2\SC(=S)N(CCCCCC(=O)Nc3cc(C)on3)C2=O)cc1OC,-6,4,-1,22,12,1,0,-5,0
COc1ccc(C2=NN(C(=O)CSc3nc4ccccc4s3)C(c3ccc(F)cc3)C2)cc1 (stereo not drawn),-2,8,-8,4,-6,-10,0,-4,-7
COc1ccc(C(C)=O)cc1CSc1nnc(-c2ccncc2)o1,6,14,-3,20,-11,3,6,-5,1
CC(=O)N1CCN(C(=O)CCc2cc(C(C)(C)C)c(O)c(C(C)(C)C)c2)CC1,0,10,3,9,3,-4,1,3,-3
COc1ccccc1NC(=O)COc1ccc(C(=O)OCC(=O)N(C(C)C)C(C)C)cc1OC,6,6,10,-1,6,5,-2,1,18
CC(=O)N1c2ccc(S(=O)(=O)N3CCOCC3)cc2CC1C (stereo not drawn),6,12,7,-22,-6,3,0,1,6
# Following part.
SMILES,PAFAH1B3 inh,PREPL inhibitor,LYPLA2 inh,ZTA counter,EBNA-1 inh,GSTO1 counter,PAD4 inh,LYPLA1 inh,PAFAH2 FP inh
CCCCCCCCCCCCN1C/C(=C\C(=O)OCC)c2cc(C(F)(F)F)ccc2S1(=O)=O,-5,3,-2,-1,13,13,3,-3,-1
O=C(COC(=O)Cc1cccs1)Nc1ccccc1F,1,3,1,-22,4,6,7,0,-2
Cc1cc(C(=O)c2ccccc2)c(NC(=O)CN2CCOCC2)s1,-7,0,-3,-25,-5,2,3,0,-2
O=c1[nH]cc(N(CCO)CCO)c(=O)[nH]1,-2,3,-2,5,1,2,1,2,-5
Cc1oc(-c2ccc(Cl)cc2)cc1C(=O)NC1CCN(Cc2ccccc2)CC1,.,-71,0,-11,-9,5,-1,-3,.
O=C(CN1C(=O)/C(=C\c2cccc(Cl)c2)Sc2ccccc21)NCCCN1CCOCC1,1,13,-8,-2,-8,-9,4,-6,-4
COC(=O)c1cccc(-n2c(=O)n(Cc3ccccc3)c(=O)c3[nH]cnc32)c1C,3,1,-4,7,3,-5,5,-3,-3
COc1ccc(/C=C/C(=O)NCc2ccccn2)cc1OC,5,3,-5,-1,0,3,1,0,1
Cc1cccc(CN2C(=O)/C(=C\c3ccc(C(=O)NCCCN4CCN(C)CC4)cc3)Oc3ccccc32)c1,5,-90,-27,70*,5,-14,-6,-14,-10
CC1CCN(S(=O)(=O)c2cn(CC(=O)Nc3ccc(C#N)cc3)cn2)CC1,5,-10,7,10,-2,0,0,2,2
O=C(Nc1ccccc1N1CCOCC1)C1CCN(S(=O)(=O)c2ccc(F)cc2)CC1,5,7,-2,6,-5,6,-2,-1,-4
O=C(OCC(=O)N1CCC(c2ccccc2)=N1)c1ccc(Cl)s1,-5,6,.,.,.,.,-1,.,3
COc1nccnc1NS(=O)(=O)c1ccc(N=Cc2c(C)[nH]n(-c3ccc(Cl)cc3)c2=O)cc1,.,3,-5,-7,12,10,-18,-1,.
Cc1ccc(N(CC(=O)NC2CCCCC2)C(=O)CCCC(=O)Nc2ccccn2)c(C)c1,3,3,-2,5,-7,3,-4,-5,-11

# Of the compounds above, 3 have bromine.
SMILES,PAFAH1B3 inh,PREPL inhibitor,LYPLA2 inh,ZTA counter,EBNA-1 inh,GSTO1 counter,PAD4 inh,LYPLA1 inh,PAFAH2 FP inh
O=C(CC12CC3CC(CC(Br)(C3)C1)C2)NC1CCCC1,10,2,7,-7,-10,0,1,2,0
O=C(O)CN1C(=O)c2cccc3c(Br)ccc1c23,7,-12,0,-12,-12,-1,0,2,2
COC(=O)CNc1c(-c2ccccc2)nc2ccc(Br)cn12,11,14,5,0,-4,3,0,0,1
